procasp7 counter – counter-screen: procaspase-7 (human) activation | recombinant procaspase-7, Ac-DEVD-pNA absorbance 405 nm; D23A/D198A/D206A triple mutant, cannot self-cleave; scale: DMSO 0, 5 µM enzyme 100 | activation, % at 8.5 µM | hit rate 0.093% among 330,000;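 active = percent activation above the screen-wide mean plus 3 SD, cut at about 25% in these data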
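System: Uncleavable procaspase-7 mutant enzyme; Amount: 2 µM procaspase-7 mutant as dispensed; Schedule: 1 h compound preincubation, 2 h substrate cleavage, 25 °C; Measured by: 405 nm absorbance of p-nitroaniline; Evaluation: percent activation from buffer-corrected 0–120 min absorbance change; Control set: low DMSO alone, high DMSO plus 5 µM PC-7.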
MEP2-GFP yeast – modulators of TOR pathway MEP2-GFP in S. cerevisiae | GFP response vs DMSO, % at 10 µM | hit rate 0.51% among 330,000 | S. cerevisiae MEP2-GFP strain, flow cytometry GFP, 3 h; 100% = DMSO control level;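 active = GFP response versus DMSO above a set limit, roughly screen mean plus 3 SD, cut at about 180% in these data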;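 also: median GFP fluorescence of the barcode-gated MEP2-GFP cells per well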
EBNA-1 inh – blocks EBNA-1 binding to DNA; EBNA-1 DNA binding, fluorescence polarization; inhibition, % at 14.8 µM; hit rate 0.34% among 300,000; AID 1950; in the data active = inhibition above about 28%
AHR activator – activates the human aryl hydrocarbon receptor; AHR-responsive luciferase reporter cells, luminescence; activation, % at 5 µM; hit rate 2.5% among 320,000; AID 2796; in the data active = activation above about 47%;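 also: 0% = vehicle wells and 100% = reference agonist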
Target sequence (P35869 whole entry, looked up): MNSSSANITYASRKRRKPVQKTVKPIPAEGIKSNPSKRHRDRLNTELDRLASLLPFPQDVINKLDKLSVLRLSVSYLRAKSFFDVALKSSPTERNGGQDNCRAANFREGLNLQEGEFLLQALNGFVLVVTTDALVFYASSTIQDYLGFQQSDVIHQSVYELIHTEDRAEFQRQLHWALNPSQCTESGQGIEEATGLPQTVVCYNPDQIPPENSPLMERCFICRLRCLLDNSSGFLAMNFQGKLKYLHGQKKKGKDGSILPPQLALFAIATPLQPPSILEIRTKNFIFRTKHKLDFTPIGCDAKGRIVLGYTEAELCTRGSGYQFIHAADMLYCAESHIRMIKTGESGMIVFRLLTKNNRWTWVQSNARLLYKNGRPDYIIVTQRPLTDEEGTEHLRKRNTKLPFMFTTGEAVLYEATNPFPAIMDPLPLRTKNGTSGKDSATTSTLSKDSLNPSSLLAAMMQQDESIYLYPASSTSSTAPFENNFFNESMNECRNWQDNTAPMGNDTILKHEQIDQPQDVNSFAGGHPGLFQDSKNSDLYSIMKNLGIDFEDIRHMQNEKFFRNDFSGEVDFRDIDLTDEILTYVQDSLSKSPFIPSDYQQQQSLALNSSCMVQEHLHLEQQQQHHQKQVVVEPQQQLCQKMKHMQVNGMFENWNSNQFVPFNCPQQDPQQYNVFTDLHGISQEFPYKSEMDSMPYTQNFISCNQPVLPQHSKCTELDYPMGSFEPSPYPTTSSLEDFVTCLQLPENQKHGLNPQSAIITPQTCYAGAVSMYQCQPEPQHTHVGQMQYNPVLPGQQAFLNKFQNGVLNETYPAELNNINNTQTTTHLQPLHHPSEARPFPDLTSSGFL
RPL19A-GFP yeast – modulators of TOR pathway RPL19A-GFP in S. cerevisiae | S. cerevisiae RPL19A-GFP strain, flow cytometry, 3 h; stronger effect = lower value | percent response vs DMSO, % at 10 µM | hit rate 0.3% among 330,000;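 active = percent response vs DMSO below 50%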;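 also: median channel GFP fluorescence of the barcoded RPL19A-GFP strain; ratio of sample median GFP to plate DMSO average so 100% = DMSO; lower means less RPL19A-GFP as with rapamycin TOR inhibition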
LAP4 TOR yeast – alters LAP4-GFP fluorescence in TOR pathway yeast screen; hit rate 0.34% among 320,000; S. cerevisiae LAP4-GFP multiplex, flow cytometry GFP, 3 h; median GFP as percent of DMSO wells; GFP response vs DMSO, % at 10 µM;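 active = GFP response vs DMSO above a set limit, about the screen mean plus 3 SD, cut at about 150% in these data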
ZTA counter – counter-screen for EBNA-1 inhibitors: inhibitors of Epstein-Barr virus ZTA. ZTA-DNA binding, fluorescence polarization. hit rate 0.15% among 320,000. inhibition, % at 11 µM; in the data active = inhibition above about 33%
proCasp3 act – activates human procaspase-3. hit rate 0.11% among 330,000. recombinant procaspase-3 D3A, Ac-DEVD-pNA absorbance 405 nm. activation, % at 8.5 µM. P42574;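 active = activation above the mean of all tested compounds plus 3 SD, cut at about 21% in these data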;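 also: 0% = DMSO alone and 100% = DMSO wells spiked with extra 5 µM PC-3 D3A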
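Assay system: Procaspase-3 D3A mutant, all three cleavage aspartates alanine. Buffer or medium: Zinc-free HEPES saline buffer with Triton X-100. Times: 1 h compound preincubation, 2 h substrate hydrolysis at 25 °C. Measured by: 405 nm absorbance of p-nitroaniline, reads at 0 and 120 min. Read-out basis: percent activation relative to control range. Replicates: singlicate.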
* hit, by the source's call; · = not tested or not shown; [ ] = another dose, or the depositor's remark.

entry	structure	procasp7 counter	MEP2-GFP yeast	EBNA-1 inh	AHR activator	RPL19A-GFP yeast	LAP4 TOR yeast	ZTA counter	proCasp3 act
1	COc1ccc2c(c1)[C@H]1[C@H](CO2)[C@H](c2ccccc2)[C@]2(C)C(=O)Nc3cc(F)ccc3C(=O)N12	2	90	·	10	91	98	·	1
2	CC(C)c1ccc(NC2CCCN(C(=O)CN3C(=O)CSC3=O)C2)cc1 (stereo unspecified)	1	101	-6	4	96	92	2	-2
3	CCOC(=O)C1CCCN(c2nc3c(C)cccn3c(=O)c2/C=C(\C#N)C(=O)NCc2ccco2)C1 (stereo unspecified)	3	95	-3	8	98	106	1	-4
4	COC(=O)[C@H]1C[C@@H]1[C@H](NC(=O)[C@H]1C[C@@H]1[C@H](NC(=O)OCc1ccccc1)c1ccccc1)c1ccccc1	-6	90	9	1	96	102	-13	6
5	CCOc1ccc(N2C(=O)CC(N(CCc3ccccc3)C(=O)/C=C/C(=O)O)C2=O)cc1 (stereo unspecified)	-23	96	-3	-1	98	98	-23	-24
6	C=CCN1C(=O)CSC1=Nc1cccc(O)c1	8	85	-4	28	101	90	-11	0
7	CCNC(=O)COC(=O)/C=C/c1c(C)nn(Cc2cccc(OC)c2)c1Cl	2	100	2	-1	98	100	-6	-4
8	CC1CCC(NC(=O)c2cnccn2)CC1 (stereo unspecified)	-4	110	-4	2	95	97	4	6
9	COc1ccc([C@@H]2CC=C(C(=O)O)[C@H](c3ccccc3F)N2S(=O)(=O)c2ccccc2C)cc1	7	87	8	-1	95	130	0	1
10	c1ccc2c(c1)CCc1ccccc1C2=C1CCNCC1	-6	92	-8	2	102	·	2	13
11	Cc1nc(Nc2cnc(/C=C/c3cc(C(=O)Nc4cccc(C(F)(F)F)c4)ccc3C)cn2)cc(N2CCNCC2)n1	-36	198*[may fluoresce violet]	15	5	45*[may fluoresce violet]	107[may fluoresce violet]	45*	-28
12	COc1ccccc1/C=C1\SC(=S)N(CCC(=O)Nc2cccc(O)c2)C1=O	-7	100	8	0	103	86	-2	-2
13	CCC(C)NC(=O)c1cc2c(=O)n(CC)c3ccccc3c2s1 (stereo unspecified)	16	98	-18	-1	103	88	-4	5
14	COC(C(=O)Nc1ccc(S(=O)(=O)Nc2ccc(F)cc2)cc1)c1ccccc1 (stereo unspecified)	2	·	4	2	·	·	11	0
15	CSc1nc2ncc(C#N)cn2n1	6	96	-16	-2	99	98	5	-2
16	Cc1ccc(NC(=S)NNc2ncc(C(F)(F)F)cc2Cl)cc1	-17	108	9	4	115	106	15	-5
17	Cc1ccc(NC(/C=C/N(C)C)=C/C(=O)C(F)(F)F)c(C)c1	-6	106	-15	3	99	94	14	1
18	O=C(Nc1ccc(F)cc1)c1ccc(S(=O)(=O)NCc2cccnc2)cc1	-8	104	0	30	102	103	-21	0
19	CC(C)(C)c1ccc(Cc2n[nH]c(=S)[nH]c2=O)cc1	-1	102	-2	1	105	92	-5	-8
20	CC/C=C(\NC(C)=O)c1ccccc1	1	103	·	-2	98	104	-17	0
21	CC(=O)c1c(C)nn(CC(O)COc2ccc3c(c2)CCC3)c1C (stereo unspecified)	-6	92	-19	1	102	90	6	3
22	CC1=C(C#N)C(c2cccnc2)C2=C(CCCC2=O)N1 (stereo unspecified)	2	103	-5	1	101	99	-11	-6
23	O=C(N/N=C/c1ccccn1)c1ccccc1	-1	114	-6	10	105	105	-13	5
24	O=C(Cc1ccccc1)NC(=S)Nc1ccc(N2CCCCC2)cc1	-13	97	-4	20	105	111	-5	-5
25	CC1CCN(S(=O)(=O)c2ccc(Cl)cc2Br)CC1	-1	98	-5	-4	99	118	3	6
26	Cn1c(=O)[nH]c(=O)c2c1nc(Sc1ccccc1)n2CCc1ccccc1	-9	90	-4	3	102	86	7	3
27	NC(=S)N/N=C1\CCOc2ccc(Cl)cc21	-16	107	-7	-7	103	118	2	-13
28	CN(CCO)C1=CC(=O)CC(C)(C)C1	3	103	-1	3	101	106	-10	6
29	CCOc1ccc(CCN2CN(CC)CNC2=S)cc1OCC	9	123	-2	1	93	131	11	9
30	CCn1ncc(/C=N\NC(=O)Cc2ccc([N+](=O)[O-])cc2)c1C	-7	108	-8	5	89	91	-9	3
31	Cc1nnc(SC(C(=O)Nc2cc(Cl)cc(Cl)c2)c2ccccc2)[nH]c1=O (stereo unspecified)	6	95	7	4	98	109	2	-3
32	Cc1ccc(C=Nc2cccnc2N)cc1	-7	109	1	13	108	98	-5	-2
33	Cc1cccc(OCCC(=O)OCC(=O)N2CCc3ccccc32)c1	3	97	-5	6	97	108	-10	-5
34	CCOC(=O)n1c(=O)n(Cc2ccc(Cl)c(Cl)c2)c2ccccc21	5	104	1	-5	98	107	0	-5
35	CCN1CCN(C(=O)c2ccc(CSc3ccc(C)cc3)cc2)CC1	6	100	5	-1	93	98	3	3
36	O=C(Cc1cccc(C(F)(F)F)c1)NCC(c1ccco1)N1CCCCC1 (stereo unspecified)	-5	95	1	-2	101	99	-1	4
37	Cc1sc(-c2ccncc2)nc1OC(=O)c1ccccc1	6	96	5	3	86	86	-3	5
38	O=c1[nH]nc(-c2cccs2)c2ccccc12	6	103	-5	1	101	104	4	3
39	Cc1cc(Nc2ccc(Cl)cc2)n(-c2cccc(Cl)c2)n1	5	97	7	11	94	98	-20	5
40	O=C(Nc1cccnc1)C1(c2ccc(Cl)cc2)CCCC1	7	95	-3	-1	97	87	-10	-7
41	COc1cc(/C=N/NC(=O)CNC(=O)/C=C/c2ccco2)cc(OC)c1OC	2	102	-12	7	102	107	3	6
42	C=CCn1c(CCNC(=O)c2ccccc2F)nnc1SCC(=O)Nc1ccccc1F	4	101	-10	2	94	102	-5	0
43	CCOC(=O)c1ccccc1NC(=O)Cc1sc(-c2cccnc2)nc1-c1ccc(C)cc1	-1	101	1	5	96	90	11	-7
44	O=C1C2CC=CCC2C(=O)N1c1ccc(NCCc2cccc(F)c2)c([N+](=O)[O-])c1 (stereo unspecified)	8	103	-15	1	104	102	-9	4
45	CCOc1ccc(N(CC(=O)NCCSCc2ccc(Cl)cc2)S(C)(=O)=O)cc1	-6	99	7	2	103	83	-11	-9
46	CSc1ncccc1C(=O)OCC(=O)NC1CCS(=O)(=O)C1 (stereo unspecified)	8	101	9	-1	96	98	-3	3
47	O=C1C=C(c2ccc3ncccc3c2)C[C@@H](c2ccc(Cl)cc2)C1	3	94	·	0	93	151*	3	2
48	CC(C)CNC(=O)/C=C/C=C/c1ccc2c(c1)OCO2	7	97	·	17	95	97	·	1
49	CCOc1ccc(CCNC(=O)c2ccc3ccccc3n2)cc1OCC	-1	98	-3	36	100	104	4	8
50	CCCc1nc2c(=O)[nH]c3ccccc3c2o1	9	90	-2	15	89	·	-6	4
51	S=C(NCc1ccncc1)Nc1ccccc1	-5	102	1	-2	105	93	0	3
52	CCN(CC)S(=O)(=O)c1cccc(N2CC(O)=C(c3ccccc3)C2=N)c1	4	104	-2	1	110	102	12	-2
53	CC(OC(=O)C1CC(=O)N(Cc2ccco2)C1)C(=O)Nc1ccc(F)cc1Cl (stereo unspecified)	5	102	·	0	93	96	9	5
54	CCCCNC(=O)O[C@@H]1C[C@H]2CCCC(=O)N3CC[C@@H](C1)[C@@H]23	3	92	-1	1	100	104	10	6
55	CCOC(=O)C1CCCN(C2CC(=O)N(c3ccc(NC(C)=O)cc3)C2=O)C1 (stereo unspecified)	-3	98	0	0	99	100	-5	-19
56	CCOC(=O)c1cc2[nH]c3ccccc3c2[n+](-c2ccc([N+](=O)[O-])cc2)c1N	-6	110	-17	8	112	103	-3	-4

Remaining list, next part
entry	structure	procasp7 counter	MEP2-GFP yeast	EBNA-1 inh	AHR activator	RPL19A-GFP yeast	LAP4 TOR yeast	ZTA counter	proCasp3 act
57	Cc1cccc(NC(=O)C2CCCN(S(=O)(=O)c3ccc4[nH]c(=O)ccc4c3)C2)c1 (stereo unspecified)	-2	100	-5	1	99	103	1	3
58	Cc1ccc(S(=O)(=O)n2cnc3ccccc32)cc1[N+](=O)[O-]	-5	99	-13	5	104	87	-5	0
59	COc1ccc(S(=O)(=O)Nc2ccc(Nc3ccccc3)cc2)cc1	3	101	10	-2	98	111	4	-1
60	Cc1ccc(CSc2nnc([C@@H]3CCCN3C(=O)OC(C)(C)C)o2)cc1	-3	103	-2	-2	103	114	-2	-1
61	COc1ccc(NC(=O)c2c(C(F)(F)F)nn(C)c2SCc2ccccc2Cl)cc1	0	105	1	15	106	104	0	-10
62	O=C(NCC1CCCO1)C1c2ccccc2C(=O)N1C1CCCCCCC1 (stereo unspecified)	6	105	-1	4	·	101	0	-3
63	C=CCN1C(=O)c2ccc(C(=O)N(CC)CC(=O)Nc3c(F)cccc3F)cc2C1=O	10	92	6	2	97	109	-9	6
64	CCOC(=O)C1=C(N)OC2=C(C(=O)CCC2)C1c1ccccc1OCC (stereo unspecified)	-15	92	-2	5	91	98	-2	-7
65	O=C1C2C3C=CC(C3=C3CCCCC3)C2C(=O)N1Cc1ccccc1 (stereo unspecified)	-50	91	-3	0	92	93	-10	-27
66	CCC(c1nnc(SCC(=O)Nc2cccc(S(N)(=O)=O)c2)n1Cc1ccccc1)N(C)C (stereo unspecified)	10	95	-4	-1	96	93	13	3
67	COc1ccc(N(C)C(=O)c2sc(Cl)nc2C)cc1	6	103	-16	0	96	85	5	5
68	O=C1CSC(c2cccnc2)N1Cc1ccc(Cl)c(Cl)c1 (stereo unspecified)	5	98	-13	0	97	104	4	-4
69	Cc1ccc(NS(=O)(=O)c2ccc(C(=O)NCCN3CCOCC3)cc2)cc1	6	88	·	2	98	88	·	1
70	CCOC(=O)C1CCCN(C(=O)Nc2ccccc2)C1 (stereo unspecified)	-3	97	-7	-2	101	95	1	-3
71	Cc1ccc(C(C(=O)NC(C)(C)C)N(Cc2ccco2)C(=O)CCC(=O)Nc2ccccn2)cc1 (stereo unspecified)	0	105	-1	0	103	95	6	5
72	CCO[C@H]1OC(C(=O)Nc2ccccc2)=C[C@@H](c2cn(C(C)=O)c3ccccc23)[C@@H]1CCCO	-2	·	-11	9	·	·	-6	-2
73	COc1ccc(/C=C(/NC(C)=O)C(=O)O)cc1	2	112	-17	2	106	109	3	-3
74	O=C(NCCc1ccccc1)C(=O)N/N=C/c1ccccc1C(F)(F)F	3	97	1	0	96	95	-3	-2
75	COc1ccc(CCN2C(=O)C3C4CC(C5C(C(=O)O)=NOC45)C3C2=O)cc1OC (stereo unspecified)	-2	104	-16	1	101	106	-14	-6
76	CS(=O)(=O)N(Cc1ccccc1)c1ccc(C(=O)Nc2cccnc2)cc1	5	102	2	2	113	82	4	2
77	N#CC(c1ccccc1)c1cccc(Cl)n1 (stereo unspecified)	1	100	-16	1	94	86	10	-2
78	Cc1ccc(CNC(=O)C2CCN(S(=O)(=O)c3cccnc3)CC2)cc1	1	93	-1	0	98	89	2	5
79	COc1ccc(NC(=O)c2cccc3c2C(=O)N(CC2CCCO2)C3)cc1OC (stereo unspecified)	10	102	6	11	97	100	-2	-1

Compounds were not picked by outcome; overall some 3.8% were active at least once.
